High-throughput results: PubChem BioAssay, The Scripps Research Institute Molecular Screening Center
ASAP1 inh = inhibitors of human ASAP1 ArfGAP activity, primary screen, biochemical, fluorescence polarization | 0.19% of 360,000 active | inhibition, % at 16.5 µM | AID 624377, 2012 | ASAP1-stimulated ARF1 GTP hydrolysis, GDP FP detection; in the data active = inhibition above about 25%;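 also: 0% = vehicle with enzyme and substrate and 100% = no enzyme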
PLCg1 inh = PLC-gamma1 enzyme inhibitors, primary screen, biochemical, fluorescence, purified enzyme; 1-phosphatidylinositol 4,5-bisphosphate phosphodiesterase gamma-1 (Homo sapiens), P19174; fluorogenic substrate; inhibition, % at 12.2 µM; 0.84% of 370,000 active; in the data active = inhibition above about 9.5%
ADAM17 inh = ADAM17 inhibitors, primary screen, biochemical, QFRET; recombinant ADAM17, EDANS/DABCYL FRET peptide cleavage; inhibition, % at 6.95 µM; 0.83% of 370,000 active; AID 720648, 2013;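 active = inhibition above the mean of compounds lying between control limits plus 3 SD, set per campaign, cut at about 8.5% in these data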;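 also: 0% = DMSO-only wells as the low control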
ARFGAP1 inhibitor = inhibitors of rat ARFGAP1 GAP activity, primary screen, biochemical, fluorescence polarization, GDP tracer | AID 651572, 2012 | 0.26% of 360,000 active | inhibition, % at 16.5 µM | Arfgap1-stimulated ARF1 GTP hydrolysis, GDP FP detection | ADP-ribosylation factor GTPase-activating protein 1 (Rattus norvegicus), Q62848;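 active = inhibition above a per-plate limit, mean inhibition of low control wells plus 3 SD, cut at about 25% in these data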;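 also: 0% = DMSO wells with enzyme and 100% = wells lacking Arfgap1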
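Replicates: Single well per compound | Assay system: Truncated rat Arfgap1 GAP domain | Control set: No-Arfgap1 wells (100%) versus DMSO full-reaction wells (0%) | Times: Enzyme reaction 120 min at 25 °C after 20 min preincubation | Reagent: Human ARF1(Δ1-17)-GTP substrate | Measured by: Tracer-displacement fluorescence polarization with EDTA stop, 620/688 nm | Measure: Percent inhibition of Arfgap1-stimulated GTP hydrolysis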
PLC-beta3 inh = human PLC-beta3 inhibitors, primary screen, biochemical, fluorescence | 1-phosphatidylinositol 4,5-bisphosphate phosphodiesterase beta-3 (Homo sapiens), Q01970 | Purified PLC-beta3, fluorogenic substrate | inhibition, % at 12.2 µM | 0.18% of 370,000 active | AID 720704, 2013; in the data active = inhibition above about 11%;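 also: 0% = median of compound wells on plate and 100% = full blocker control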
proKLK7 act = proKLK7 zymogen activators, primary screen, biochemical, fluorescence intensity. activation, % at 7 µM. purified proKLK7, EDANS-DABCYL substrate fluorescence; 100% is mature enzyme control, 0% vehicle. AID 652039, 2013. 0.9% of 370,000 active;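 active = activation above the mean of all tested compounds plus 3 SD, computed per campaign excluding outliers beyond control limits, cut at about 13% in these data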
Target sequence (P49862 whole entry, looked up): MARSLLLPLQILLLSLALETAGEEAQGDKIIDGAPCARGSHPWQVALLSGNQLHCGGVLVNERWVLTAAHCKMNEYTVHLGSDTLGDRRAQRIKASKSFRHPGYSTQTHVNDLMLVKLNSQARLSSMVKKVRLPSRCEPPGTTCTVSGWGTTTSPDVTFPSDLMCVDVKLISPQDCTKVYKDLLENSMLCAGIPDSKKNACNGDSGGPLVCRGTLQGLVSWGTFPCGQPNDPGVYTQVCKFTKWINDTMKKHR
UHRF1 MBD2 ctr = UHRF1 methylated DNA binding inhibitors, primary screen, counter-screen for MBD2 inhibitor project, biochemical, TR-FRET, human UHRF1, single concentration; 0.75% of 370,000 active; UHRF1 binding to methylated oligo; E3 ubiquitin-protein ligase UHRF1 (Homo sapiens), Q96T88; inhibition, % at 4.4 µM; in the data active = inhibition above about 21%;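 also: UHRF1 SRA domain binding a hemimethylated CpG hairpin DNA probe; 0% = median of test compound wells and 100% = reference inhibitor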
Target sequence (Q96T88 whole entry, looked up, the tested form may be a part): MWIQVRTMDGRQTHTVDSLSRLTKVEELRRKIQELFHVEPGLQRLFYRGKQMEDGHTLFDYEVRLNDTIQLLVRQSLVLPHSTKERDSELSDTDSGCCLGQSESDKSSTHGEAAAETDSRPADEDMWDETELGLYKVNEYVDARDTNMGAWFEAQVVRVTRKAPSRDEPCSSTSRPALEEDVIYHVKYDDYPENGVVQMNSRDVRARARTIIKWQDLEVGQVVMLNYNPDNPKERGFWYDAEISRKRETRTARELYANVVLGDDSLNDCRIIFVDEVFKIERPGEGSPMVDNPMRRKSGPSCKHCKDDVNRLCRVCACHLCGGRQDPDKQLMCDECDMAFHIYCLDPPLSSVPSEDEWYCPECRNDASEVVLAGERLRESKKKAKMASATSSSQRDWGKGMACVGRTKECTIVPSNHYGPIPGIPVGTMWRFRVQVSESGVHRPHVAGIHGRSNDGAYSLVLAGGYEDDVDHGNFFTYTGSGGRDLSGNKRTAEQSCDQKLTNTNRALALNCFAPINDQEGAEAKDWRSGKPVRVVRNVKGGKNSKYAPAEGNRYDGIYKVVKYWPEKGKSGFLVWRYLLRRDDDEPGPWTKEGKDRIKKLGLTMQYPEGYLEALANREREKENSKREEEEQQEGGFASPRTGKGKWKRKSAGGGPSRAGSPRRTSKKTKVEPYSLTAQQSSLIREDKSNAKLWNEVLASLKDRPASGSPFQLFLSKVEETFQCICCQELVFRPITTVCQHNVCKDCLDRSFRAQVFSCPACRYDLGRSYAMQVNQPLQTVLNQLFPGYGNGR
Tn7 DDE FP = inhibitors of Tn7 peptide binding to fibrin DD(E), primary screen, biochemical, fluorescence polarization, human fibrin, Tn7 probe | Fibrinogen beta chain (Homo sapiens), P02675 | FP displacement of FITC-Tn7 peptide from fibrin DD(E); 0% = median of compound wells per plate | inhibition, % at 8.3 µM | 0.13% of 370,000 active | AID 720508, 2013;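 active = inhibition above the mean of compounds falling within the control limits plus 3 SD of them, cut at about 14% in these data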;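 also: 0% = plate median of compound wells and 100% = 10 µM Aha-Tn7 peptide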
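system = human fibrin DD(E) protein | quantity = DD(E) 2 µM final | medium = Tris/NaCl/CaCl2 buffer, pH 7.8 | also added = labelled Tn7 tracer, 0.1 µM | compound dosing = single point at 8.3 µM | timing = compound with protein 10 min, then 3 h after probe, room temperature | signal = FP measurement | benchmarks = Aha-Tn7 high control | repeats = one replicate per compound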
DDE Tn6 FP inh = inhibitors of Tn6 peptide binding to fibrin DD(E), primary screen, biochemical, fluorescence polarization, human fibrin, Tn6 probe; Fibrinogen beta chain (Homo sapiens), P02675; Fibrin DD(E) TRITC-Tn6 fluorescence polarization displacement; inhibition, % at 8.3 µM; 0.21% of 370,000 active;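 active = inhibition above a per-campaign cutoff: mean of compounds within control limits plus 3 SD, cut at about 15% in these data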;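 also: 0% = median of all compound wells on the plate and 100% = blocking peptide control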
MBD2 DNA inh = inhibitors of MBD2 binding to methylated DNA, primary screen, biochemical, TR-FRET, DNA-binding domain, human; Methyl-CpG-binding domain protein 2 (Homo sapiens), Q9UBB5; MBD2 binding to methylated oligonucleotide; inhibition, % at 4.4 µM; 0.31% of 370,000 active; AID 686964, 2013; in the data active = inhibition above about 13%
* hit, by the source's call; i = inactive.

1: Cc1ccccc1Cn1nc(C)c(NC(=O)/C=C/c2cnn(C)c2)c1C
2: O=C1CC(c2c(F)cccc2Cl)C(n2cncn2)C(O)=C1C1NCCc2ccccc21 (stereo unspecified)
3: CN1CCSc2ccc(C(=O)NCc3ccccc3F)cc21
4: CCOC(=O)C(=O)N1CCC(C(=O)OCC)CC1
5: CN(C)C(=O)COC(=O)/C=C/c1cn(-c2ccccc2)nc1-c1cccs1
6: Nc1ccc(Oc2ccc3c(c2)C(=O)NC3=O)cc1
7: N#Cc1cccc(NC(=O)CSc2cccc[n+]2[O-])c1
8: CC(C)c1ccc(NC(=O)[C@H](Cc2c[nH]c3ccccc23)NC(=O)[C@@H]2Cc3ccccc3CN2)cc1

Assay by compound	1	2	3	4	5	6	7	8
ASAP1 inh	-3	0	5	-12	10	-6	-6	-1
PLCg1 inh	4	-7	i	1	-447	2	4	1
ADAM17 inh	-1	-2	-380	-2	-39	-1	-6	4
ARFGAP1 inhibitor	2	-10	0	1	13	10	-7	-2
PLC-beta3 inh	5	-12	i	-5	i	-4	5	2
proKLK7 act	0.7	-1.0	29*	0.9	-8.6	-0.3	0.2	-0.2
UHRF1 MBD2 ctr	-5	2	0	1	-3	-1	1	-3
Tn7 DDE FP	-2	-4	-8	-3	-8	2	0	-9
DDE Tn6 FP inh	1	3	9	1	-4	-4	-1	1
MBD2 DNA inh	-4	1	-1	-5	-1	-2	-3	-6

9: Cc1ccc(CNC(=O)Cn2cnc3c(OCc4ccccc4)ncnc32)o1
10: CCC(C)NC(=O)c1ccc(CSCc2ccccc2Cl)o1 (stereo unspecified)
11: O=C1c2cccc3cccc(c23)C(=O)N1c1ccc2ncccc2c1
12: O=C(NCCCSc1ccccc1)c1cc(Br)ccc1O
13: CCCCCc1ccc(-c2ccc(/C=C/C(N)=O)cc2)nc1
14: COCCN1C(=O)CCC1(C)C(=O)Nc1c(C)cccc1C (stereo unspecified)
15: CC(Sc1nc2ccccc2c(=O)n1CCc1ccc(S(N)(=O)=O)cc1)C(=O)NC(N)=O (stereo unspecified)
16: Cc1csc2nnc(N)n12

Assay by compound	9	10	11	12	13	14	15	16
ASAP1 inh	-1	9	16	9	-13	-1	-8	6
PLCg1 inh	-2	-1	-1	-13	-2	2	3	1
ADAM17 inh	-3	-2	-3	-9	-2	-1	-1	-3
ARFGAP1 inhibitor	-11	1	3	5	-5	9	-3	7
PLC-beta3 inh	0	-5	-6	-20	-4	-2	-3	7
proKLK7 act	-0.7	-1.0	1.3	-1.9	-0.5	0.4	-0.1	0.4
UHRF1 MBD2 ctr	-1	-3	-8	0	6	1	-6	0
Tn7 DDE FP	-1	8	0	-13	0	6	1	-5
DDE Tn6 FP inh	-3	3	-4	-3	-1	0	4	-3
MBD2 DNA inh	0	3	0	-4	3	3	3	-1

17: O=C(CCC(=O)N1CCN(S(=O)(=O)c2ccc(Cl)cc2)CC1)Nc1ccc(Cl)cc1Cl
18: O=C(CSc1nnnn1-c1ccccc1)Nc1ccc(Cl)cn1
19: CC(C)(C)NC(=O)Cn1nnc(-c2ccc(OCc3c(F)cccc3Cl)cc2)n1
20: Cc1ccc(NC(=O)c2cccc(S(=O)(=O)N3CCCCC3)c2)cc1
21: NC(=O)COC(=O)c1cc(=O)[nH]c2ccccc12
22: NNC(=O)CCN1CCN(C(c2ccccc2)c2ccccc2)CC1
23: CCCNC(=O)C1(C)CCN(Cc2csc(-c3ccc(Cl)cc3)n2)C1 (stereo unspecified)
24: C#Cc1cccc(Nc2nc(NC(C)C)nc3ccsc23)c1

Assay by compound	17	18	19	20	21	22	23	24
ASAP1 inh	17	-7	5	-7	17	5	4	4
PLCg1 inh	1	1	-2	5	-112	6	0	-25
ADAM17 inh	1	-1	0	3	-30	4	-2	-10
ARFGAP1 inhibitor	-10	16	2	0	-1	-2	8	-1
PLC-beta3 inh	2	1	0	-1	-157	5	2	-34
proKLK7 act	0.7	-0.3	0.1	0.7	-81	0.0	0.0	0.2
UHRF1 MBD2 ctr	4	5	-1	1	0	-2	0	-2
Tn7 DDE FP	-8	3	9	-2	-1	10	-9	-2
DDE Tn6 FP inh	3	-2	-3	-3	8	3	-5	-7
MBD2 DNA inh	-2	-2	1	-1	3	3	2	2

25: COC(=O)c1[nH]c2ccc(C)cc2c1NC(=O)CN1CCN(c2ccc(F)cc2)CC1
26: CCC(C(=O)OC)n1cnc2scc(-c3ccc(C)cc3)c2c1=O (stereo unspecified)
27: NS(=O)(=O)c1ccc(CCNC(=O)NC2CCCCC2)cc1
28: CCNC(=O)NC(=O)C(C)OC(=O)c1ccc(-n2nc(SC)sc2=S)cc1 (stereo unspecified)
29: CC1CN(C(=O)CSc2nnc(-c3ccc(Cl)cc3)n2C)CC(C)O1 (stereo unspecified)
30: c1ccc(C(c2ccccc2)N2CCN(Cc3nc(-c4cnccn4)no3)CC2)cc1
31: O=C(c1cccc(S(=O)(=O)NCc2ccc3c(c2)OCO3)c1)N1CCCC1
32: O=S(=O)(c1cccc2cnccc12)N1CCNCC1

Assay by compound	25	26	27	28	29	30	31	32
ASAP1 inh	10	2	7	-1	7	2	7	7
PLCg1 inh	-6	1	4	4	4	-1	-2	0
ADAM17 inh	-5	-6	-4	3	1	-3	-3	-5
ARFGAP1 inhibitor	0	2	4	18	5	-10	-1	3
PLC-beta3 inh	-9	-7	-3	4	0	-7	-3	0
proKLK7 act	-0.7	-0.1	-0.8	0.0	0.7	0.2	0.0	0.2
UHRF1 MBD2 ctr	-3	1	6	5	2	0	2	0
Tn7 DDE FP	6	0	1	-4	-7	-5	-2	6
DDE Tn6 FP inh	0	-6	-7	-2	7	2	-2	9
MBD2 DNA inh	-5	7	-1	-5	2	0	-3	-2

33: Cc1cccc(NC(=O)Cn2c(=O)oc3ccccc32)c1C
34: O=C(CSc1nnc(-c2cccnc2)n1Cc1ccco1)c1ccccc1
35: CCCCC1=CC2=CC(=O)C(C)(OC(=O)CC)C(=O)C2=CN1CCc1ccccn1 (stereo unspecified)
36: CC1CN(C(=O)COC(=O)c2cc(=O)[nH]c3ccccc23)CC(C)O1 (stereo unspecified)
37: O=C(NNC(=S)Nc1ccccc1Cl)c1ccccc1
38: CNS(=O)(=O)c1ccc(NC(=O)C(CCSC)NC(N)=O)cc1 (stereo unspecified)
39: COc1ccc(CN2CC(C(=O)NCCCN3CCCCCC3)CC2=O)cc1 (stereo unspecified)
40: CCOc1ccc(S(=O)(=O)N(CC(N)=O)c2ccc(C)cc2)cc1

Assay by compound	33	34	35	36	37	38	39	40
ASAP1 inh	-2	10	3	-5	6	0	5	-11
PLCg1 inh	3	-3	-158	-5	-2	-1	0	-1
ADAM17 inh	2	-2	-38	2	-4	-2	-5	-4
ARFGAP1 inhibitor	-5	15	-1	6	7	12	6	2
PLC-beta3 inh	0	1	-193	-16	-7	1	-1	-2
proKLK7 act	-0.1	0.0	0.1	-3.0	-0.1	0.0	-0.1	-1.1
UHRF1 MBD2 ctr	2	0	-4	2	-1	0	1	6
Tn7 DDE FP	-9	-10	2	0	1	2	9	5
DDE Tn6 FP inh	2	6	2	3	-5	-10	-1	5
MBD2 DNA inh	1	-1	-2	-3	2	-1	-3	1

Records 21–28, reprinted for reference:
21: NC(=O)COC(=O)c1cc(=O)[nH]c2ccccc12
22: NNC(=O)CCN1CCN(C(c2ccccc2)c2ccccc2)CC1
23: CCCNC(=O)C1(C)CCN(Cc2csc(-c3ccc(Cl)cc3)n2)C1 (stereo unspecified)
24: C#Cc1cccc(Nc2nc(NC(C)C)nc3ccsc23)c1
25: COC(=O)c1[nH]c2ccc(C)cc2c1NC(=O)CN1CCN(c2ccc(F)cc2)CC1
26: CCC(C(=O)OC)n1cnc2scc(-c3ccc(C)cc3)c2c1=O (stereo unspecified)
27: NS(=O)(=O)c1ccc(CCNC(=O)NC2CCCCC2)cc1
28: CCNC(=O)NC(=O)C(C)OC(=O)c1ccc(-n2nc(SC)sc2=S)cc1 (stereo unspecified)

Assay by compound	21	22	23	24	25	26	27	28
ASAP1 inh	17	5	4	4	10	2	7	-1
PLCg1 inh	-112	6	0	-25	-6	1	4	4
ADAM17 inh	-30	4	-2	-10	-5	-6	-4	3
ARFGAP1 inhibitor	-1	-2	8	-1	0	2	4	18
PLC-beta3 inh	-157	5	2	-34	-9	-7	-3	4
proKLK7 act	-81	0.0	0.0	0.2	-0.7	-0.1	-0.8	0.0
UHRF1 MBD2 ctr	0	-2	0	-2	-3	1	6	5
Tn7 DDE FP	-1	10	-9	-2	6	0	1	-4
DDE Tn6 FP inh	8	3	-5	-7	0	-6	-7	-2
MBD2 DNA inh	3	3	2	2	-5	7	-1	-5

(more compounds)
41: COc1cc(C(=O)NCC(=O)OC(C)C(=O)Nc2ncc(Cl)cc2Cl)cc(OC)c1OC (stereo unspecified)
42: Cc1nc(N2CCN(c3ccccn3)CC2)c2c(C)c(C(=O)N3CCN(c4ccc(F)cc4)CC3)sc2n1
43: CCN(CC)C(=O)COc1ccc2c3c(c(=O)oc2c1C)CCCC3
44: CCC(C)n1nccc1NC(=O)C(C)OC(=O)c1cc2ccccc2[nH]1 (stereo unspecified)
45: O=C(O)c1ccc(S(=O)(=O)c2ccccc2C(=O)O)c([N+](=O)[O-])c1
46: Cc1ccc(S(=O)(=O)CCC(=O)Nc2nc(C(C)(C)C)cs2)cc1
47: NC(=S)N/N=C1\c2ccccc2-c2c(C(=O)O)cccc21
48: O=CNCC(=O)NCCc1ccc(Cl)cc1

Assay by compound	41	42	43	44	45	46	47	48
ASAP1 inh	-4	1	-8	-1	-1	8	-11	3
PLCg1 inh	2	3	-19	-10	1	5	-12	2
ADAM17 inh	-2	0	-93	-11	-3	1	0	-4
ARFGAP1 inhibitor	5	2	9	2	-4	7	-12	5
PLC-beta3 inh	5	1	-31	-11	-6	-7	-27	0
proKLK7 act	0.6	-0.6	1.5	-0.5	-0.1	0.5	-0.3	0.0
UHRF1 MBD2 ctr	2	0	-1	-2	2	5	-2	-3
Tn7 DDE FP	-4	-7	-10	7	-3	2	-8	-5
DDE Tn6 FP inh	10	5	5	-5	4	-9	-5	-1
MBD2 DNA inh	-5	0	0	4	4	0	-4	-3
